IDE act – human IDE activators in live cells, primary screen, fluorescence polarization, HEK cells, FAbeta-B substrate; activation, % at 5.96 µM; 340,000 compounds, 0.073% hits; FAbeta-B cleavage; 0% vehicle, 100% cell-free pure enzyme wells; Insulin-degrading enzyme (Homo sapiens), P14735; AID 493087, 2011;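 active = activation above the mean of all tested compounds plus 3 SD, set per screening campaign, cut at about 17% in these data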
Target sequence (P14735 whole entry, looked up): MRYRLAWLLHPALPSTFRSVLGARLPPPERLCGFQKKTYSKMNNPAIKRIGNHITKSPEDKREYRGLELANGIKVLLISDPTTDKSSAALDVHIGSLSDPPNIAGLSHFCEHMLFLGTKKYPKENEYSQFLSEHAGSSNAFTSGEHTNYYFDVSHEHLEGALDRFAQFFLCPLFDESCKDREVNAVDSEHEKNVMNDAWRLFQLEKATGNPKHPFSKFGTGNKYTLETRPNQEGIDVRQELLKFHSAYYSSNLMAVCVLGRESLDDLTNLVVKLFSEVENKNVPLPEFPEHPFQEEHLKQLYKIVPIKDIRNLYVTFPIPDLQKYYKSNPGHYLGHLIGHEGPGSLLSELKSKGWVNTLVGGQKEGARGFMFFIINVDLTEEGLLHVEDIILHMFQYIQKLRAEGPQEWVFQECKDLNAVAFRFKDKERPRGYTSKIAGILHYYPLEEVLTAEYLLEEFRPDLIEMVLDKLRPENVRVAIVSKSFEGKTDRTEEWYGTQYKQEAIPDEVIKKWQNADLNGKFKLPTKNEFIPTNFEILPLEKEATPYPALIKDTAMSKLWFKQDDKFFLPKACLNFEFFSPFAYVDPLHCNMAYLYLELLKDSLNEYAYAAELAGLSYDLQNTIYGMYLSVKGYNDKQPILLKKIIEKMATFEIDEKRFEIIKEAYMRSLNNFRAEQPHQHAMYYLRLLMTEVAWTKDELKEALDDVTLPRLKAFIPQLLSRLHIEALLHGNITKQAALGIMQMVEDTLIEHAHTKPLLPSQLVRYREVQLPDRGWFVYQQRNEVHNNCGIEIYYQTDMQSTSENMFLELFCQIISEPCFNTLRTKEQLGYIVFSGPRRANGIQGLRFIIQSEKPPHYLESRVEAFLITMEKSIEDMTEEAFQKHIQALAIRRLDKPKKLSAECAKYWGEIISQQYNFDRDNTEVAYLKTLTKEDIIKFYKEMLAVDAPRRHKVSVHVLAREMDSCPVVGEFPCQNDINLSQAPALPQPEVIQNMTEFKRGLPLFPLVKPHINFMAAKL
FID counter – compounds displacing fluorescent DNA intercalator, primary screen, artefact control for HCV NS3 helicase inhibitor project, biochemical, FID fluorescence; DNA fluorescent intercalator displacement; inhibition, % at 7.9 µM; 290,000 compounds, 0.17% hits; AID 1845, 2009; in the data active = inhibition above about 37%;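 note: 0% = vehicle and 100% = reference compound; higher means more ethidium bromide displaced from hairpin DNA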
p-CIP stab down – p/CIP-EGFP fusion destabilizers, primary screen, fluorescence, F442A cells. Q05BA5. 16 h. decrease of EGFP signal, % at 10 µM. 290,000 compounds, 0.01% hits. AID 1984, 2009;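 active = EGFP signal decrease of at least 30% at 10 µM or well 3 SD below plate mean, unless failing retest; inactive = the rest, including hits failing retest or dose response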; note: some compounds called inactive have numbers as strong as hits; many of its hits are not listed in these tables
MEKK3 PB1 HTS – modulators of MEKK3-MEK5 PB1 binding, primary screen, biochemical, wildtype MEKK3, multiplex bead flow cytometry, Alexa488-MEK5. 290,000 compounds, 1.4% hits. AID 1529, 2009. Mitogen-activated protein kinase kinase kinase 3 (Homo sapiens), Q99759. binding response (% of control), % at 10 µM. bead-based flow cytometry, Alexa488-MEK5 binding to MEKK3; actives lie on both sides; 0 = blocked by unlabeled MEK5, 100 = vehicle;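 active = binding response more than 3 SD above or below the average of its plate-row segment, actives on both sides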;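 note: Alexa488 bead fluorescence after subtracting the streptavidin-only scavenger bead signal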
VIM-2 inh – VIM-2 metallo-beta-lactamase inhibitors, primary screen, biochemical, epi-absorbance readout, Pseudomonas aeruginosa enzyme; purified VIM-2, nitrocefin hydrolysis, epi-absorbance fluorescence; inhibition, % at 5.6 µM; 290,000 compounds, 0.89% hits;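 active = inhibition above the mean of all tested compounds plus 3 SD, cutoff set per screening run, cut at about 7.5% in these data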;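 note: red hydrolysis product quenches plate fluorescence so inhibitors raise well fluorescence; 0% = enzyme with DMSO and 100% = DMSO without enzyme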
PHOSPHO1 block – PubChem AID 1565 | recombinant PHOSPHO1, absorbance phosphatase assay | inhibition, % at 13.3 µM | 290,000 compounds, 1.1% hits; in the data active = inhibition above about 60%
UBC9 SUMO inh – inhibitors of in vitro SUMOylation cascade, primary screen, biochemical, HTRF, uHTS | SUMO-conjugating enzyme UBC9 (Homo sapiens), P63279 | HTRF SUMOylation assay, SAE1/SAE2 + UBC9 | 290,000 compounds, 0.36% hits | inhibition, % at 35 µM; in the data active = inhibition above about 50%, passing the limit was not always enough; note: strong numbers were not always called active
NS3 helicase inh – inhibitors of HCV NS3 helicase, primary screen, biochemical, Cy5 molecular beacon fluorescence; NS3 helicase DNA unwinding; inhibition, % at 10.9 µM; 290,000 compounds, 0.56% hits; AID 1800, 2009;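 active = inhibition above the mean of all tested compounds plus 3 SD, set per campaign, cut at about 35% in these data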;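 note: 0% = DMSO wells and 100% = thioflavine S control wells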
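System: NS3 helicase fragment of HCV / Schedule: 1 h at 25 °C / Control set: DMSO alone as 0% and 110 µM thioflavine S as 100% / Reagent: Cy5/quencher beacon DNA duplex and ATP to start / Technique: Cy5 fluorescence / Replication: singlicate / Evaluation: % inhibition of end-to-start signal ratio versus controls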
IMP-1 inh – IMP-1 metallo-beta-lactamase inhibitors, primary screen, biochemical, epi-absorbance readout, Pseudomonas aeruginosa enzyme | purified IMP-1, nitrocefin hydrolysis, epi-absorbance fluorescence | metallo-beta-lactamase IMP-1 (Pseudomonas aeruginosa) | inhibition, % at 5.6 µM | 290,000 compounds, 0.45% hits;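 active = inhibition above the mean plus 3 SD of all compounds in the same screening run, cut at about 4.5% in these data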;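 note: 0% = IMP-1 with DMSO and 100% = DMSO wells lacking enzyme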
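Assay system: purified recombinant IMP-1 beta-lactamase. Input: IMP-1 0.2 nM before substrate addition. Buffer or medium: Zinc- and detergent-supplemented HEPES buffer, pH 7.1. Schedule: 25 °C, 15 min preincubation, 25 min reaction. Signal: Epi-absorbance fluorescence, 480 nm excitation, 530 nm emission. Evaluation: percent inhibition from optical density relative to buffer-blank wells.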
An asterisk follows results filed as active; . = no result given.

cpd | structure | IDE act | FID counter | p-CIP stab down | MEKK3 PB1 HTS | VIM-2 inh | PHOSPHO1 block | UBC9 SUMO inh | NS3 helicase inh | IMP-1 inh
1 | Cc1ncc(CN2CCCC(CCC(=O)NCc3ccccc3F)C2)s1 (configuration not stated) | -5 | -1 | -22 | 102 | -0.6 | 19 | 3 | -1 | -2.1
2 | CCS(=O)(=O)Nc1ccc(-c2nnc(SCC(=O)c3ccc(NC(C)=O)c(OC)c3)o2)cc1 | 4 | -8 | -13 | . | -2.2 | 9 | -14 | 2 | -2.4
3 | CCNC(=S)Nc1ccc2cn[nH]c2c1 | 4 | -2 | -8 | 99 | 0.9 | -8 | -6 | -8 | -1.6
4 | O=C1CSC(c2cccnc2)N1C1CCCCC1 (configuration not stated) | 2 | 0 | 3 | 101 | -1.0 | 54 | 11 | 6 | -3.0
5 | CCOC(=O)c1sc(NC(=O)Nc2cccc(Cl)c2)cc1C | -3 | 12 | -7 | 102 | 0.1 | -13 | 7 | 5 | -1.3
6 | Cc1cc(OCC(O)CN2CCN(c3ccccn3)CC2)cc(C)c1Cl (configuration not stated) | 5 | 4 | -4 | 105 | -3.8 | 44 | -12 | -20 | -2.3
7 | CC1CC(C)CN(C(=O)c2ccc3nc[nH]c3c2)C1 (configuration not stated) | 4 | -15 | -14 | 105 | -1.4 | 52 | 1 | 4 | -0.6
8 | O=C1ON=C(c2ccccc2)/C1=C\c1ccco1 | -1 | -9 | -1 | 102 | -1.1 | 33 | 9 | 25 | -1.6
9 | CCOC(=O)c1ccc(N2CN=C3SCC(=O)N3C2)cc1 | 0 | 2 | -6 | 98 | -3.2 | 7 | 1 | 0 | -2.6
10 | CCN(CC)CCNC(=O)CSc1c2c(nc3cc(Cl)ccc13)CCCC2 | 3 | 12 | 3 | 59 | 8.4* | -31 | -24 | -9 | -0.6
11 | O=C(Nc1nc2ccccc2s1)NC1CCCCC1 | 1 | -8 | 6 | 101 | -4.4 | 35 | 13 | -4 | -2.5
12 | CCOC(=O)N1CCC(N(CCN(C)C)C(=S)Nc2cccc(SC)c2)CC1 | 2 | 10 | -1 | 101 | 0.8 | -10 | -18 | -12 | 0.5
13 | CSC1=NC(C)(C)CC2(C)Nc3ccccc3N12 (configuration not stated) | 6 | -2 | -43 | 90 | -0.4 | -6 | 17 | -1 | 0.1
14 | Cc1nc2cc(F)ccc2n1C1CCN(C(=O)c2c(F)cccc2F)CC1 | 3 | -1 | 2 | 110 | -1.2 | 8 | -5 | 4 | -2.2
15 | Cn1c(=O)c2c(nc(CN3CCCCC3)n2Cc2c(F)cccc2Cl)n(C)c1=O | 1 | -11 | -6 | 116 | -2.8 | 32 | -2 | -3 | -2.4
16 | Clc1ccc(-c2nc(N3CCOCC3)nc3ccccc23)cc1 | 5 | -32 | 10 | 103 | 1.7 | 14 | 5 | -7 | -4.7
17 | CN(/C(=N/S(=O)(=O)c1cccs1)c1ccccc1)c1ccc(O)cc1 | 3 | -7 | -4 | 104 | -4.7 | 10 | 11 | 4 | -5.2
18 | Cc1cc(C)nc(SCc2ccc(Br)cc2)n1 | -4 | -23 | -7 | 100 | -1.8 | -8 | -14 | -14 | -7.3
19 | NC(=O)c1ccc(CN2CCC(Cc3ccccc3)CC2)cc1 | -2 | 2 | -4 | 104 | -2.0 | 42 | 6 | 16 | -2.1
20 | CCCOC(=O)c1ccc(Nc2nc(C)cc(=O)[nH]2)cc1 | -10 | -16 | 3 | 60 | 0.0 | 9 | -1 | 0 | -1.5
21 | c1ccc(Nc2c(-c3ccco3)nc3ccccn23)cc1 | 3 | -7 | -11 | 102 | -2.3 | -17 | 16 | 3 | -1.2
22 | O=S(=O)(Nc1ccc(N2CCOCC2)cc1)c1cc(Cl)ccc1Cl | 4 | -15 | 8 | 102 | -1.2 | 32 | -21 | -7 | -2.4
23 | COC(=O)c1cc(S(=O)(=O)N2CCCCCC2)cn1C | -2 | -15 | -4 | 101 | -1.3 | -16 | . | -11 | -0.8
24 | CC(C)(C)c1ccc(OCC(=O)NCc2ccco2)cc1 | 8 | -13 | -17 | 100 | 1.1 | 4 | 11 | 2 | -1.5
25 | Cc1cc(C(=O)O)c(S(C)(=O)=O)s1 | 3 | 4 | -5 | 117 | -0.2 | 2 | 6 | 5 | -4.2

Next section
cpd | structure | IDE act | FID counter | p-CIP stab down | MEKK3 PB1 HTS | VIM-2 inh | PHOSPHO1 block | UBC9 SUMO inh | NS3 helicase inh | IMP-1 inh
26 | C=CCOc1ccc(/C=C/C(=O)OCC(=O)N(C)C2CCS(=O)(=O)C2)cc1 (configuration not stated) | 1 | -29 | 3 | 105 | -1.0 | 27 | -1 | 4 | -0.4
27 | CN(c1ncc(C(F)(F)F)cc1Cl)N1C(=O)c2cccc(N)c2C1=O | 1 | -6 | -4 | 99 | -3.3 | 21 | 6 | 8 | -1.7
28 | CC(NC(=O)CNC(=O)c1ccco1)c1ccccc1 (configuration not stated) | 5 | -12 | 7 | 103 | 1.1 | 20 | 2 | 5 | -4.2
29 | CCOC(=O)c1cn(CC)c2c(ccc3ccccc32)c1=O | 1 | -13 | 4 | 99 | 1.9 | . | -6 | 8 | 0.3
30 | S=c1[nH]cnc2scc(-c3ccc(Cl)cc3)c12 | . | -6 | -10 | 99 | -2.4 | 15 | 19 | 4 | -1.9
31 | O=C(C1=NNCC1c1ccc(Cl)cc1)C1CO1 (configuration not stated) | 4 | -1 | -7 | 101 | -1.6 | -15 | 3 | 1 | -3.0
32 | O=C(CN1C(=O)CCSc2ccccc21)Nc1ccc(F)cc1 | -3 | -8 | -5 | 99 | -3.5 | 17 | 0 | -1 | -2.8
33 | O=C(Cc1ccc(S(=O)(=O)N2CCOCC2)s1)Nc1ccccc1N1CCCC1 | 5 | 2 | 6 | 104 | 0.7 | -29 | 7 | -5 | 0.9
34 | Cc1ccc(N/C=C(\C2OC(=O)c3ccccc32)[N+](=O)[O-])c(C)c1 (configuration not stated) | . | 1 | -15 | 96 | -1.6 | -29 | 24 | 13 | -2.1
35 | COCCn1c(SCc2nnc(-c3ccc(OC)c(OC)c3)o2)nc2sc3c(c2c1=O)CCC3 | . | -3 | . | . | 0.0 | . | . | -2 | -0.9
36 | CCOC(=O)C1=C(CS(=O)(=O)c2ccccc2)NC(=O)NC1c1ccccc1 (configuration not stated) | 10 | -12 | -4 | 99 | -2.5 | -14 | 18 | -13 | -1.5
37 | CC1(C)Cc2nc(N3CCCC3)c(C#N)cc2CO1 | 4 | -10 | -3 | 129* | -4.8 | 23 | 17 | 4 | -4.3
38 | COc1ccc(C)cc1NC(=O)CNc1ccccc1CN(C)C1CCCCC1 | 1 | 6 | -5 | 98 | -1.1 | -9 | 0 | -19 | 1.1
39 | CC(C)Nc1nnc(SCC(=O)NCc2ccc3c(c2)OCO3)s1 | -3 | -7 | -36 | 104 | -1.7 | 6 | 23 | 8 | -2.7
40 | CC(C)NC(=O)COC(=O)Cn1[nH]c(=O)c2ccccc2c1=O | 3 | -1 | 0 | 101 | -1.2 | 32 | 12 | 0 | -2.8
41 | Cc1nnc(NC(=O)CSc2nnc(CCNC(=O)c3ccccc3F)n2C)s1 | 8 | -4 | 6 | 101 | -4.4 | 19 | 4 | 0 | -2.8
42 | COc1ccc(-n2nc3c(c2NC(=O)c2ccc(N4C(=O)CCC4=O)cc2)CSC3)cc1 | 1 | -6 | -17 | 105 | -1.1 | 7 | 4 | -11 | -1.3
43 | CC(C)n1c(O)c(N=NC(=O)CNC(=O)c2cccnc2)c2ccccc21 | 7 | -25 | -2 | 101 | -4.7 | 51 | 2 | 1 | -3.0
44 | CC(=O)Nc1ccc(C(=O)Nc2ccc(S(=O)(=O)Nc3nccc(C)n3)cc2)cc1 | 4 | -7 | -6 | 104 | -3.7 | 34 | 6 | -1 | -2.0
45 | O=C(CC1CCCC1)N1CCCC(Nc2ccc(F)cc2)C1 (configuration not stated) | 2 | -26 | -33 | 104 | 0.3 | 23 | 8 | -3 | -1.3
46 | CC(C)(C)OC(=O)N1CCCC1C(=O)NCCc1ccccc1 (configuration not stated) | 0 | -5 | 0 | 98 | -4.0 | -75 | -8 | -2 | -2.2
47 | CC(C)c1ccc(/C=C/C(=O)NC2CCCCC2)cc1 | 2 | -15 | -15 | 103 | -5.4 | -16 | -9 | -11 | -3.3
48 | Cn1c(SCC(=O)O)nnc1-c1ccc2ncccc2c1 | . | 3 | -7 | 103 | -1.3 | 13 | 19 | 3 | -3.7

Pulled one by one from above:
cpd | structure | IDE act | FID counter | p-CIP stab down | MEKK3 PB1 HTS | VIM-2 inh | PHOSPHO1 block | UBC9 SUMO inh | NS3 helicase inh | IMP-1 inh
31 | O=C(C1=NNCC1c1ccc(Cl)cc1)C1CO1 (configuration not stated) | 4 | -1 | -7 | 101 | -1.6 | -15 | 3 | 1 | -3.0
48 | Cn1c(SCC(=O)O)nnc1-c1ccc2ncccc2c1 | . | 3 | -7 | 103 | -1.3 | 13 | 19 | 3 | -3.7

Of the compounds above, these have a COOH group.
cpd | structure | IDE act | FID counter | p-CIP stab down | MEKK3 PB1 HTS | VIM-2 inh | PHOSPHO1 block | UBC9 SUMO inh | NS3 helicase inh | IMP-1 inh
25 | Cc1cc(C(=O)O)c(S(C)(=O)=O)s1 | 3 | 4 | -5 | 117 | -0.2 | 2 | 6 | 5 | -4.2
48 | Cn1c(SCC(=O)O)nnc1-c1ccc2ncccc2c1 | . | 3 | -7 | 103 | -1.3 | 13 | 19 | 3 | -3.7

In the list so far, these have a tert-butyl group.
cpd | structure | IDE act | FID counter | p-CIP stab down | MEKK3 PB1 HTS | VIM-2 inh | PHOSPHO1 block | UBC9 SUMO inh | NS3 helicase inh | IMP-1 inh
24 | CC(C)(C)c1ccc(OCC(=O)NCc2ccco2)cc1 | 8 | -13 | -17 | 100 | 1.1 | 4 | 11 | 2 | -1.5
46 | CC(C)(C)OC(=O)N1CCCC1C(=O)NCCc1ccccc1 (configuration not stated) | 0 | -5 | 0 | 98 | -4.0 | -75 | -8 | -2 | -2.2

Screening data as filed in PubChem.

The list is partial; count on the stated rates, not on these rows.
